Screening results: PubChem BioAssay, several laboratories
ADAM10 inh: inhibits human ADAM10; AID 720582; hit rate 0.62% among 370,000; inhibition, % at 7 µM; recombinant ADAM10, EDANS/DABCYL FRET peptide cleavage, 3 h; O14672;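 active means inhibition above a per-campaign cutoff equal to the mean of compounds falling between control-based bounds plus 3 SD, cut at about 20% in these data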;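 further: 0% = DMSO wells while the 100% control is not disclosed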
GAA850 FXN act: increases GAA850 frataxin promoter reporter activity | HEK293 lucGAA850 FXN promoter luciferase reporter, 24 h; percent of 10 µM SAHA response | activation, % at 6 µM | hit rate 0.56% among 360,000 | AID 540364;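 active means activation above the average of all compounds screened plus 3 SD, cutoff fixed separately per campaign, cut at about 7.5% in these data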;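 further: 0% = DMSO wells and 100% = 10 µM SAHA wells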
hgDAF-12 ag: hgDAF-12 agonism, primary luciferase screen; activation, % at 6.8 µM; AID 687014; HEK293 GAL4-hgDAF12 UAS-luciferase reporter, agonist luminescence; normalized to butyrate control; hit rate 1.8% among 370,000;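 active means activation above a cutoff set at the mean of all screened compounds plus 3 SD, cut at about 10% in these data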;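 further: 0% = DMSO wells and 100% = sodium butyrate wells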
hcDAF-12 act: activators of H. contortus DAF-12 nuclear receptor; HEK293 hcDAF-12 lit1-tk-luc reporter, luminescence; 0% DMSO, 100% Δ7-dafachronic acid; activation, % at 6.8 µM; hit rate 1.4% among 370,000; AID 652067;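 active means activation above the mean of all tested compounds plus 3 SD, cut at about 5.5% in these data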;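 further: 100% = response to 3 µM Δ7-dafachronic acid high control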
DAX1 inh-1: inhibits human nuclear receptor DAX1 | P51843 | HEK293 Gal4-DAX1 luciferase reporter, luminescence | inhibition, % at 6.75 µM | hit rate 0.99% among 340,000 | AID 504766;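 active means inhibition above the mean over all tested compounds plus 3 SD, cut at about 4.2% in these data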;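 further: 0% = DAX1-transfected cells with DMSO and 100% = empty-vector control cells with DMSO; inhibition shows as a rise in luminescence from relieved DAX1 repression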
HGIII-sPLA2 inh: Blocks human group III sPLA2 activity; Q9NZ20; QFRET BODIPY PC-A2 liposome hydrolysis, fluorescence; inhibition, % at 12.2 µM; hit rate 0.56% among 370,000; AID 743126;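 active means inhibition above mean plus 3 SD of compounds lying within the high and low control bounds, cut at about 19% in these data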;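 further: 0% = median of test compound wells and 100% = no enzyme DMSO wells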
SMARCA2 activ: increases SMARCA2 function in MMTV reporter cells | MG213 cells, MMTV-luciferase reporter, dexamethasone, overnight | activation, % at 9.1 µM | hit rate 1% among 370,000; in the data active means activation above about 7.8%;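 further: 0% = vehicle wells and 100% = reference activator wells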
DAX1 inh-2: blocks DAX1 repression of SF-1 activated StAR promoter; hit rate 1.1% among 370,000; AID 652010; inhibition, % at 6.8 µM; HEK293T StAR-luciferase reporter, SF-1/DAX-1 repression relief;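 active means inhibition above the mean over all tested compounds plus 3 SD, cut at about 3.6% in these data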;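 further: 0% = DAX-1 cells with DMSO and 100% = cells lacking DAX-1 with DMSO; higher inhibition means more luminescence from relief of DAX-1 repression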
ssDAF12 agonist: activates DAF-12 receptor from parasite S. stercoralis. activation, % at 6.8 µM. AID 652126. HEK293 ssDAF-12/GRIP1 lit1-tk-luc reporter, luminescence; % of 3 µM dafachronic acid response. hit rate 1% among 370,000;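 active means activation above the mean over all tested compounds plus 3 SD, cut at about 0.9% in these data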;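 further: 0% = DMSO-only wells and 100% = 3 µM delta7-dafachronic acid wells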
NPR2 activator: GC-B (human) receptor activation; P20594; HEK293-GC-B cells, CNP EC30, cGMP TR-FRET; 0% at EC30 CNP, 100% saturating CNP; activation, % at 10 µM; hit rate 0.11% among 370,000; AID 1920062;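 active means activation at 10 µM reaching about 35% in either raw or pattern-adjusted values, limit read from the data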
NPR1 activator: GC-A (human) enzyme activation; P16066; HEK293 GC-A cells, cGMP TR-FRET, EC30 ANP; 0% at EC30 ANP, 100% saturating ANP; activation, % at 10 µM; hit rate 0.14% among 370,000; in the data active means activation above about 40%
Target sequence (P16066 whole entry, looked up): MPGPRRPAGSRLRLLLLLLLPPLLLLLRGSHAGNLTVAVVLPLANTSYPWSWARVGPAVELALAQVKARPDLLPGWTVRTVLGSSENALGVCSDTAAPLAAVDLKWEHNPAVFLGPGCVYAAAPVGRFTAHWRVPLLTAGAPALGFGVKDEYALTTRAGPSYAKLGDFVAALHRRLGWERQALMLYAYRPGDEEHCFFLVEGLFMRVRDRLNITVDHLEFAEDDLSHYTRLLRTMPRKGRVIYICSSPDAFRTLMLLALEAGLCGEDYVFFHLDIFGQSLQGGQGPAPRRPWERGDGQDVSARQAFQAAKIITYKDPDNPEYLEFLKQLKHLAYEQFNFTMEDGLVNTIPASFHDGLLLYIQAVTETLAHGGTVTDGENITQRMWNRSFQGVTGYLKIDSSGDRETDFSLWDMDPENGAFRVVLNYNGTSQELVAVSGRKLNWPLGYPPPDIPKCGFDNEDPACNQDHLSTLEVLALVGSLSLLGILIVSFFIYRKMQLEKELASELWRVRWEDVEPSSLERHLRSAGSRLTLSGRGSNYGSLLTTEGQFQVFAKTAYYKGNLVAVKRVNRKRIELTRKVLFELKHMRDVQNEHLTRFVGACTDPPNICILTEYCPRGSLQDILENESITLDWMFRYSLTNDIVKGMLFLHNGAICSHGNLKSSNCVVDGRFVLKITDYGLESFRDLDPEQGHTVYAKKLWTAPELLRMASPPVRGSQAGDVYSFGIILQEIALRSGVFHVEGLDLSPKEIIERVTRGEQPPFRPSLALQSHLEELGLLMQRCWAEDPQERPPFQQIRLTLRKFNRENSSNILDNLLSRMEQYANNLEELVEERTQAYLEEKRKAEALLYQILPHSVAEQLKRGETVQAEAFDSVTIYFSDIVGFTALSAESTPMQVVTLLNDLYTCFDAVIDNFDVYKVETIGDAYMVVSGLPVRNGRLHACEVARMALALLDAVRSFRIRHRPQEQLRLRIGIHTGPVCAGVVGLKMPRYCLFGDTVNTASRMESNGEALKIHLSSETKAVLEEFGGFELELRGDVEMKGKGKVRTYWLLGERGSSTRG
* marks the source's active call; other numbers are inactive results; i = inactive; nt = not tested or not shown; & = joins results of further samples.

Below each compound – ADAM10 inh	GAA850 FXN act	hgDAF-12 ag	hcDAF-12 act	DAX1 inh-1	HGIII-sPLA2 inh	SMARCA2 activ	DAX1 inh-2	ssDAF12 agonist	NPR2 activator	NPR1 activator
1) O=C(Cn1cc(C(F)(F)F)ccc1=O)N/N=C/c1ccc(O)cc1
 : 9.0	-2.1	5.0	-0.5	-0.6	-2.1	1.7	0.3	-0.9	1.7	1.4
2) CC1(C)CSC(=NCCc2ccccc2)N1
 : 6.5	2.1	1.5	-0.2	-1.2	2.6	-1.1	0.4	-0.8	-1.8	4.7
3) COc1cccc(C(O)c2nccn2Cc2ccccc2)c1OC (stereo unspecified)
 : 4.3	0.4	-2.1	1.0	0.8	15.3	0.1	0.2	-1.2	-0.6	2.1
4) Clc1ccc(C(c2nnnn2C2CCCC2)N2CCN(c3nc4ccccc4s3)CC2)cc1 (stereo unspecified)
 : -0.5	1.4	1.1	-2.2	0.9	-0.6	-0.2	0.2	-1.0	-2.1	-5.4
5) O=C(CCNS(=O)(=O)c1cccc2nsnc12)NC1CCCc2ccccc21 (stereo unspecified)
 : 7.8	-0.6	-0.4	0.6	0.0	1.0	7.3	-0.2	-0.9	-0.3	1.2
6) NS(=O)(=O)c1cccc(NC(=O)CSc2ncnc3ccccc23)c1
 : 4.4	-0.7	0.1	0.2	-0.4	11.0	-2.9	-0.5	-0.7	-4.8	-7.2
7) COc1ccc(N2C(=O)CSC2c2ccc3c(c2)OCO3)cc1 (stereo unspecified)
 : 10.9	-0.8	3.2	-0.9	-0.5	-1.6	-3.3	0.3	-0.3	-7.1	-7.3
8) O=C(CSc1ccc(Br)cc1)NCC1(N2CCCCC2)CCCCC1
 : -2.5	2.0	-0.2	0.7	0.4	9.3	2.5	-0.9	-0.1	-11.9	-6.8
9) Cc1nn(CCC(N)=O)c2nc(-c3cccs3)cc(C(F)(F)F)c12
 : i	1.1	0.5	-0.1	0.2	3.4	-2.1	-1.2	-1.9	2.6	2.8
10) Cn1cc(/C=C/C(=O)N2CCCC(C(=O)c3cccc4ccccc34)C2)cn1 (stereo unspecified)
 : 3.5	1.4	-1.8	-1.2	0.8	9.4	-3.7	0.9	-1.6	0.2	-1.8
11) Cc1ccc(O)c(C(=O)CC(=O)c2ccc(Cl)cc2)c1
 : -21.0	6.3	10.7*	4.9	1.9	0.3	1.9	2.4	-0.2	-7.3	2.1
12) CCOc1ccccc1NC(=S)N1CCN(c2nc(-c3cccc(OC)c3)cs2)CC1
 : -4.8	0.9	1.6	0.0	2.7	16.2	-0.9	-0.4	-1.3	nt	nt
13) C[C@@H](NC(=O)c1ccc(C#Cc2cccc(F)c2)cn1)C(C)(C)O
 : -105.0&-138.2	nt	0.9&2.5	-2.5&-1.2	nt	6.7&-1.9	1.2&-2.8	-1.3&1.6	-1.2&-0.9	2.2&-7.7	14.4&11.6
14) C[C@@H]1CN([C@H](C)CO)C(=O)CCCn2nncc2CO[C@H]1CN(C)Cc1ccccc1
 : -15.8	-1.0	0.9	-1.4	1.1	3.1	-2.8	-0.4	-0.4	-0.9	2.7
15) COc1ccc(C(=O)Nc2ccccc2N2CCOCC2)cc1S(=O)(=O)N1CCCC1
 : -9.7	-1.3	-1.5	0.4	0.2	11.7	-2.0	0.6	-0.8	3.5	0.3
16) O=C(Nc1cccc(NC(=O)c2sc3ccccc3c2Cl)c1)c1ccco1
 : -17.1	-0.2	6.8	-2.2	0.4	-21.9	0.9	0.7	-0.5	-0.1	-1.8
17) CCOC(=O)C1CCN(Cc2nnnn2CCc2ccccc2)CC1
 : 0.8	1.9	0.8	2.1	2.2	-2.2	1.4	0.1	-1.1	3.2	-1.7
18) CCC1C(=O)NCCN1C(=O)c1cc(COc2cc(C)ccc2C)on1 (stereo unspecified)
 : 2.7	1.3	-1.0	-1.5	-0.4	-1.6	1.9	0.6	-1.6	4.3	3.3
19) CC[n+]1c(/C=C/c2ccc(N(C)C)cc2)ccc2ccccc21
 : 12.0	-10.0	-15.2	-9.8	-3.9	24.7*	-10.3	-3.7	-3.2	-34.8	-39.3
20) O=C(CN1CCN(c2ccccc2F)CC1)Nc1ccc2c(c1)CCC2
 : -3.9	1.4	-2.3	0.3	-0.3	-3.5	-2.5	-0.5	-0.8	-2.8	-3.3
21) CN(C)c1ccc(C(CNS(=O)(=O)c2cccc([N+](=O)[O-])c2)N2CCOCC2)cc1 (stereo unspecified)
 : -2.5	-0.3	-3.4	1.4	-0.7	2.0	2.4	0.9	-0.5	-1.4	1.6
22) CCN(CC)S(=O)(=O)c1ccc2c(c1)N(CC(=O)N(CCc1ccncc1)C(C)C)C(=O)CO2
 : -4.9	0.7	1.7	-0.2	-1.5	1.6	-5.2	0.3	-1.9	1.1	-1.7
23) O=C(NNC(=O)c1cc(Br)c(Br)s1)c1csc(N2CCOCC2)n1
 : 0.7	1.6	-1.4	0.3	-0.4	1.0	-0.7	-1.0	-0.7	2.1	-0.7
24) COc1ccccc1NC(=O)c1ccc(NC(=O)CN2CCCC2)cc1
 : 1.1	1.8	-4.2	-1.5	0.5	1.6	-0.5	0.8	-0.9	-0.8	1.3
25) O=C(/C=C/Nc1ccc(F)cc1F)c1ccc(Br)cc1
 : 2.3	4.3	5.6	3.9	nt	-4.7	1.9	0.9	-1.1	-3.3	0.9
26) COc1ccc(-c2ccc(-c3noc(-c4ccccc4F)n3)c(OC)n2)cc1
 : -13.7	0.5	-1.2	-1.1	-0.8	7.0	0.6	0.0	-2.0	-4.7	27.7
27) O=C(CSc1nnc(Nc2ccccc2)s1)NCC1CCCO1 (stereo unspecified)
 : -8.9	-0.3	1.2	-0.6	0.3	5.7	0.4	-0.7	-1.3	5.6	3.1
28) O=C(CC12CC3CC(CC(C3)C1)C2)N/N=C\c1ccc[nH]1
 : 6.8	3.7	1.0	-0.9	-1.6	0.1	0.9	-0.6	-1.7	11.8	-1.9
29) O=C(CSc1nnc(C2CC2)n1-c1ccccc1)NC1CCS(=O)(=O)C1 (stereo unspecified)
 : -10.2	1.7	0.1	0.0	0.8	3.3	1.3	0.2	-1.0	1.4	1.8
30) Cc1nn(C)c(C(=O)NNC(=S)NCc2ccco2)c1Br
 : 7.7	0.6	-3.7	-0.7	3.2	2.8	-2.7	0.2	-1.2	4.5	1.2
31) CCOC(=O)C1CCCN(C(=O)c2ccc3oc(Cc4ccccc4)nc3c2)C1 (stereo unspecified)
 : 2.7	1.1	11.4*	2.6	1.9	-19.5	3.7	3.3	-0.4	0.0	-0.4
32) CC(=O)Nc1nc(C)cs1
 : 5.4	1.9	-1.7	-0.4	0.0	-2.5	1.8	-0.7	-0.6	3.4	1.2
33) Cc1nn(-c2ncc(C(F)(F)F)cc2Cl)c(=O)n1-c1ccccc1F
 : 3.0	-0.8	0.0	-0.6	0.3	2.6	0.7	-0.6	-1.2	2.5	1.6
34) COc1ccc2c(c1)OC[C@H]1[C@H]2N2C(=O)[C@H](C)NC(=O)[C@@]2(C)[C@H]1c1ccccc1
 : -8.8	0.8	2.3	-1.4	0.5	1.9	3.7	0.6	-0.9	-8.8	-4.4
35) O=[N+]([O-])c1ccc(OCc2n[nH]c(=S)n2-c2ccccc2)cc1
 : 14.5	-0.5	-0.4	-0.4	1.6	13.9	-2.2	0.1	0.1	-4.9	-1.6
36) N[C@@H](Cc1ccccc1)C(=O)N1CCC[C@@H]1C(=O)N1CCC2CCN(S(=O)(=O)c3ccccc3)CC21 (stereo partly specified)
 : -2.1	nt	2.8	-2.0	nt	13.0	-1.9	-0.5	-0.8	3.6	0.7
37) COc1ccc(O)c(/C=N/c2sc(C)c(C)c2C#N)c1
 : -2.0	-0.9	-0.6	0.2	-0.4	4.2	-1.3	-0.6	-0.1	1.2	-0.9
38) O=C(Nc1cc(S(=O)(=O)N2CCOCC2)ccc1N1CCOCC1)c1cccs1
 : -7.9	0.6	2.8	-0.6	1.3	-0.1	0.1	0.0	-1.1	-2.2	0.7
39) CCn1c(SCC(=O)N2CCN(c3ccccc3F)CC2)nnc1-c1ccoc1C
 : 6.5	-1.2	-0.7	-2.2	-0.1	1.6	-1.9	-0.8	-1.5	-9.2	-5.8
40) Cc1cccc(-c2cc3nc(C)cc(NCCCn4ccnc4)n3n2)c1
 : -48.1	2.0	-0.2	-2.5	1.3	-9.6	-2.8	-0.3	-1.3	-5.6	1.9
41) CCOC(=O)c1cnc(-c2ccccc2)nc1Oc1ccc(OC)cc1
 : -3.4	1.9	-2.1	0.4	1.7	-4.6	-0.8	-0.7	0.1	nt	nt
42) Cc1ccc2nc(N3C(=O)C(O)=C(C(=O)c4ccc(C)o4)C3c3cccc(O)c3)sc2c1 (stereo unspecified)
 : -1.4	-1.5	1.0	1.1	-0.1	-19.9	0.0	-0.4	-1.0	-1.2	4.8
43) COc1ccc(Nc2nnc(SCC(=O)NC3CCS(=O)(=O)C3)s2)cc1 (stereo unspecified)
 : -9.1	0.2	1.9	1.9	0.5	1.4	0.9	3.6*	-0.2	-1.8	-1.8
44) COc1ccccc1NC(=O)CSc1nnc(CCNC(=O)c2ccc(C)cc2)n1C
 : -4.8	0.7	3.9	-0.1	-0.6	0.6	-2.3	-0.3	-0.8	3.7	-0.7
45) O=C(Cc1cccc(C(F)(F)F)c1)NCc1cccnc1
 : 1.4	0.7	0.4	0.5	0.8	2.1	-0.5	1.4	-1.0	6.1	0.6
46) COc1ccc(Cn2cc(COC(=O)NCCc3c[nH]c4ccccc34)nn2)cc1
 : 5.6	nt	0.9	-1.2	nt	-75.3	-1.8	-1.0	-1.4	-6.0	-3.5
47) C=C(C)CNC(=S)N/N=C1\CCCCc2ccccc21
 : 3.4	1.8	1.5	-2.0	-1.7	6.5	0.8	-1.1	-1.7	2.4	0.0
48) CC(C)C(=O)N1C2CCC1CC(O)(c1ccc(F)cc1)C2 (stereo unspecified)
 : -1.3	0.5	1.4	-0.9	-0.2	-0.9	-1.4	0.5	-1.2	-2.5	-1.6
49) O=C(COC(=O)c1ccc(S(=O)(=O)N2CCOCC2)cc1)NCc1ccccc1
 : -0.3	0.8	-1.8	-0.7	0.9	-7.5	-0.1	2.2	-0.9	1.2	1.6
50) Nc1nc(=S)[nH]c2c1C1(CCCCC1)Cc1ccccc1-2
 : -27.3	2.2	1.5	0.3	-0.4	0.9	-0.5	-0.6	-1.7	-4.2	-1.7
51) O=C(CSc1nc2sc3c(c2c(=O)n1-c1ccccc1)CCCC3)NN=Cc1ccc(OCc2ccccc2)cc1
 : -0.9	nt	4.4	-1.7	nt	-1.3	-3.0	0.1	-1.0	0.2	-2.2
52) CCN(CC)C(=O)c1sc(NC(=O)c2c(OC)cccc2OC)c(C#N)c1C
 : -1.8	0.1	-0.7	0.6	-0.7	2.4	-0.3	-0.1	-1.2	-1.6	3.3
53) CCc1nnc(NC(=O)CSc2nnc(-c3ccco3)n2CC)s1
 : -8.8	-0.7	0.2	-0.4	0.9	2.3	-4.6	-0.6	-0.6	-0.3	-0.5
54) CC(C)Cc1nnc(NC(=O)CSc2nc(N)cc(=O)[nH]2)s1
 : -14.6	-2.1	2.7	2.4	-0.6	-1.0	-2.7	0.5	-0.6	-2.5	0.3
